Screening results (PubChem BioAssay)
OX1R antag-1 – blocks the human orexin 1 receptor | OX1R-expressing cells, FRET antagonist read-out | inhibition, % at 6.6 µM | O43613 | 1.8% of 330,000 active | AID 485270; in the data active = inhibition mostly above about 38%, no sharp cut-off; inactive = mostly below about 40%;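 also: 0% = agonist challenge alone and 100% = reference antagonist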
Target sequence (O43613 whole entry, looked up): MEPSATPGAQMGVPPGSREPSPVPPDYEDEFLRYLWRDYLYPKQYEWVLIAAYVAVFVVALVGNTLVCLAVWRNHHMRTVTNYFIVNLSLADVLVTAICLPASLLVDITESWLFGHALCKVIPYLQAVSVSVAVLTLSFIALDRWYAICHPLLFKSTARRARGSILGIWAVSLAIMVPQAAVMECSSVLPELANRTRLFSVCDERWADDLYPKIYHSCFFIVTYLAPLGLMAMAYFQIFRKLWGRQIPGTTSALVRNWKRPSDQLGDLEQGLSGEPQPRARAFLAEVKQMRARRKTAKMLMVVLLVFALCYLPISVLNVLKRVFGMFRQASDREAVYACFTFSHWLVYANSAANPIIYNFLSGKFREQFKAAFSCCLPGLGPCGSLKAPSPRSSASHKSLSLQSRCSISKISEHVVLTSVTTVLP
OX1R antag-2 – blocks the human orexin 1 receptor | 0.43% of 330,000 active | O43613 | AID 434989 | CHO/OX1R cells, Fluo-8 calcium fluorescence, orexin A | inhibition, % at 5 µM;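 active = inhibition above its plate's threshold, mean inhibition of all tested compounds on the plate plus 3 SD, cut at about 37% in these data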;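 also: 0% = orexin A challenge wells and 100% = SB-334867-A antagonist wells; not every result past the cut was called active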
STK33 kinase inh – inhibitors of human STK33 kinase; 0.073% of 320,000 active; Q9BYT3; purified STK33, MBP phosphorylation, ADP-Glo luminescence; inhibition, % at 10 µM;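 active = inhibition at or above 25%, using the most active replicate where run in duplicate; inactive = inhibition below 25%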
Target sequence (Q9BYT3 whole entry, looked up): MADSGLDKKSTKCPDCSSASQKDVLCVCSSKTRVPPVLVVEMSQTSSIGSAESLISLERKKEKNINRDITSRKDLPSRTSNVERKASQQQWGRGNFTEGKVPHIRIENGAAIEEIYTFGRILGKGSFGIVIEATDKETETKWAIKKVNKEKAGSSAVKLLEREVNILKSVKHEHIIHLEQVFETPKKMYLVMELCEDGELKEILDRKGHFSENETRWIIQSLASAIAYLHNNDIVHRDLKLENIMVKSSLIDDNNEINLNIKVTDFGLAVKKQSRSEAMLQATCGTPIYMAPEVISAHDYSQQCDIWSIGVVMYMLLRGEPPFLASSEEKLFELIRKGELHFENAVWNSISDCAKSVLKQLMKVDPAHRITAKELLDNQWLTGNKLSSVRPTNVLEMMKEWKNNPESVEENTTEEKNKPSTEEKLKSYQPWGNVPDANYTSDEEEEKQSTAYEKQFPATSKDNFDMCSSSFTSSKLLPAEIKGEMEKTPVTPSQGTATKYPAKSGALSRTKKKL
An asterisk follows results filed as active; x = not tested or not shown.

OX1R antag-1	OX1R antag-2	STK33 kinase inh	Structure
6	-44	-0.1	O=c1c(Cl)c(NCc2ccccc2Cl)cnn1C12CC3CC(CC(C3)C1)C2
18	-22	x	COCCn1nnnc1C(c1cccs1)N1CCCC(C)C1 (configuration not stated)
2	1	-0.3	C=C1CCC2[C@](C)(CO[C@@H]3O[C@H](CO)[C@@H](O)[C@H](O)[C@H]3O)CCC[C@@]2(C)[C@@H]1CCC1=CCOC1=O (some centres not stated)
4	-44	-0.8	O=S(=O)(NC1CCN(Cc2ccccc2)CC1)c1ccc2ccccc2c1
22	-4	-3.3	COc1ccc(NC(=O)C(=O)N/N=C/c2cccnc2)c(OC)c1
15	-27	-1.7	COc1ccc(NC(=O)CCCn2nc(C)c3c(C)n(-c4ccccc4)nc3c2=O)cc1OC
35	-20	8.3	Cc1ccc(S(=O)(=O)/N=C2\C=C(Nc3cccc(C(=O)O)c3)C(=O)c3ccccc32)cc1
2	-10	x	O=C(NCC(c1cccnc1)N1CCOCC1)NC1CCCCC1 (configuration not stated)
14	-10	-1.1	CCC/C(=N\NC(=O)Cc1csc(N2CCOCC2)n1)c1ccccc1
-2	-15	-1.3	CC(=O)/C=C(\C)NCCNc1c(F)c(F)c(CO)c(F)c1F
10	-8	-1.4	CCn1c(SCc2nc3ccccc3[nH]2)nnc1-c1ccc(OC)cc1
30	-9	-1.3	COc1cccc(CN(C)C(=O)c2sccc2-c2ccccc2)c1OC

Single values from above:
CC(=O)/C=C(\C)NCCNc1c(F)c(F)c(CO)c(F)c1F | STK33 kinase inh: -1.3
O=c1c(Cl)c(NCc2ccccc2Cl)cnn1C12CC3CC(CC(C3)C1)C2 | OX1R antag-2: -44

Next part:
OX1R antag-1	OX1R antag-2	STK33 kinase inh	Structure
22	-9	-1.6	CN(C)C(=O)c1ccccc1-c1ccccc1
4	-6	0.0	CC(C)NC(=O)C1(c2ccccc2)CC1(Cl)Cl (configuration not stated)
13	-14	-1.4	CCSc1nc2ccc(C)cc2cc1C#N
21	-12	-0.7	COc1ccc(NC(=S)NCCN2CCOCC2)cc1
16	-33	0.1	COc1ccccc1/C=C/C1NC(=O)NC(C)=C1C(=O)OC(C)C (configuration not stated)
29	-9	-0.7	O=C(Nc1c2c(nn1-c1ccc([N+](=O)[O-])cc1)CS(=O)(=O)C2)C1CC1
19	-29	1.2	Cc1ccc(CNc2ccc3c(c2)nc(C)n3C)cc1
28	-19	-0.9	CCOC(=O)C1=C(C)Nc2ccccc2N=C1NC(=O)Cc1ccc(OC)cc1
5	-5	0.3	O=C(Nc1cccnc1)C1(c2ccccc2)CCCC1
7	-18	-1.5	COc1cccc(CN(CC2CCCO2)S(=O)(=O)c2ccc(S(=O)(=O)N(C)C)cc2)c1 (configuration not stated)
19	-3	0.2	Cc1cccc(NC(=O)CN2C(=O)N/C(=C/c3cc(C)n(-c4ccncc4)c3C)C2=O)c1
19	-25	0.3	CC(C)n1nc(C(=O)N2CCN(S(=O)(=O)c3cccs3)CC2)c2ccccc2c1=O
53*	-10	-0.3	O=c1[nH]c(=O)c2nc3ccccc3nc2[nH]1
15	-6	0.2	Cc1cc(/C=N/NC(=O)c2c(Br)cnn2C)c(C)n1-c1cccc(Br)c1
5	-19	-0.5	Cc1ccc(NC(=O)Cc2nc(CN(C)CC(=O)Nc3ccc(C)cc3)cs2)cc1
9	-27	-1.6	C=CCN1CCN(C(c2ccccc2)c2nnnn2CCC(C)C)CC1 (configuration not stated)
10	24	x	Cc1ccc(-c2c(C)cc3oc(=O)cc(-c4ccccc4)c3c2C)cc1
7	-16	-1.1	COc1cccc(CNC(=O)C2CCCN(c3nn4c(=O)cc(C)nc4s3)C2)c1 (configuration not stated)
10	-6	0.2	CCCCCCCCCCCCN1[C@@H](CC(=O)OC)c2cc(C(F)(F)F)ccc2S1(=O)=O
12	-12	-1.1	CCOc1cc(C2CC(=O)NC3=C2C(=O)C(C(=O)OC)C(C)C3)cc(Br)c1O (configuration not stated)
-4	-18	-1.2	CCOc1ccccc1Nc1nc(N)nc(CN2CCCCC2C)n1 (configuration not stated)
6	6	0.3	O=C(N/N=C/c1cccc([N+](=O)[O-])c1)c1cc2ccccc2o1
26	-14	-0.1	CCOC(=O)N1CCC(N2Cc3cccc(C(=O)Nc4ccccc4OC)c3C2=O)CC1
13	-4	-1.6	Cc1ccc(C)c(NC(=O)C2CC(Cl)=CCC2C(=O)O)c1 (configuration not stated)
22	-1	0.2	Cc1cc(NC(=O)CSc2nnc(-c3ccc(O)cc3)o2)no1
-2	-9	0.0	Cc1ccc(/C(O)=C2/C(=O)C(=O)N(CCN3CCOCC3)C2c2cccs2)cc1 (configuration not stated)
14	-17	-2.0	S=C1NC(c2ccccc2)=CC(c2ccccc2)N1 (configuration not stated)
13	-40	-3.9	Cc1ccc(NC(=O)C(c2ccc(Cl)cc2Cl)N2CCCC2)cc1 (configuration not stated)
11	-20	-1.0	CC(C)CNS(=O)(=O)c1ccc(CCC(=O)NC2CCCCC2)cc1
21	-14	-0.6	CCN1C(=O)c2cccc3cccc1c23
13	-8	0.2	O=C(CN1CCCC1)Nc1ccc(Br)cc1
4	10	0.8	Cc1nnc(SCC(=O)Nc2ccc(Cl)cn2)s1
15	-15	-1.2	O=C(CSc1nnc(CN2CCOCC2)n1-c1ccc(Cl)cc1)Nc1cc(Cl)ccc1O
15	-30	0.4	CC(=O)/C(=N/Nc1ccc(Br)cc1)Sc1cccc2cccnc12
9	-33	-0.7	CCCCn1c(NCc2ccccn2)nc2ccccc21
0	-27	-2.3	CCN1CCN(c2ccc(S(=O)(=O)N3CCCCC3)cc2NC(=O)/C=C/c2ccc(OC)c(OC)c2)CC1
8	1	-0.1	COC(=O)COC(=O)c1ccc(O)cc1
11	-4	-4.0	Nc1nc(N2CCN(Cc3ccccc3)CC2)n[nH]1
32	-13	-0.8	Cc1cc(C(=O)OCC(=O)N2CCOCC2)c2ccccc2n1
9	1	0.1	COCCSc1nnc(NC(=O)COc2ccc3c(c2)OCO3)s1
16	-16	x	N#CC1=C2SCC(O)(c3ccccc3)N2C(=O)CC1c1cccs1 (configuration not stated)
13	0	-0.6	CC(=O)c1cnc2cc(-c3ccc(C)cc3)nn2c1C
12	-16	-0.6	COC(=O)Cn1c(=NC(=O)CSC(C)=O)sc2ccccc21
16	-16	7.3	COc1cc(-c2cc(C(=O)Nc3ccc(O)cc3)c3ccccc3n2)cc(OC)c1OC
-4	-9	-0.5	CCn1c(=O)n(CC(=O)N2CC(C)CC(C)C2)c(=O)c2ccccc21 (configuration not stated)
3	-22	-0.8	COc1ccc(C(CNC(=O)CCC(=O)c2ccc(C)s2)N2CCOCC2)cc1 (configuration not stated)
2	-6	2.5	COc1ccc(Cl)cc1NC(=O)c1cccc(NC(=O)CCC(=O)O)c1
11	-40	1.8	O=C(CN1CCC(n2cnc3cc(F)ccc32)CC1)Nc1ccccc1Br
5	-22	-0.2	C[C@]1(C(=O)NCCN2CCOCC2)C=C[C@@H](Cc2ccccc2)N1C(=O)c1ccccc1
30	-19	0.5	O=C(O)c1ccc(NC(=O)C2C3CCC(C3)C2C(=O)O)cc1 (configuration not stated)
30	-5	-1.6	COc1cccc(NCc2cc(=O)oc3cc(C)c(C(C)C)cc23)c1
14	-11	-0.2	O=C(Nc1cccc(C(F)(F)F)c1)C(SCCO)c1ccccc1 (configuration not stated)
7	-27	1.0	COc1ccc(C(=O)NC(NC(=O)c2ccc(OC)c(OC)c2)c2ccccc2F)cc1OC
24	-16	0.1	CCOc1ccccc1Oc1nc(-c2ccccc2O)nc2ccccc12
29	-22	-0.2	COc1cc2c(cc1OC)C1C/C(=N\O)C(CC(C)C)CN1CC2 (configuration not stated)
6	-1	-0.2	COc1ccc(OCC(O)CNC(=O)c2ccc(C)cc2)cc1 (configuration not stated)
2	-5	-1.5	O=C(O)c1ccc(OCc2cn3ccccc3n2)cc1
20	-10	-1.9	COc1cc(/C=C/C(=O)O)cc(S(=O)(=O)Nc2cccc(SC)c2)c1OC
24	-21	-0.9	CN(CC(=O)Nc1ccc(Cl)cc1)C(=O)c1ccc(-n2cncn2)c([N+](=O)[O-])c1
12	-28	-1.6	COc1cc(C(=O)N2CCN(C(=O)COc3ccc4ccccc4c3)CC2)cc(OC)c1OC

Complete entries, quoted from the list. Order of values: OX1R antag-1	OX1R antag-2	STK33 kinase inh
CCN1CCN(c2ccc(S(=O)(=O)N3CCCCC3)cc2NC(=O)/C=C/c2ccc(OC)c(OC)c2)CC1 as listed: 0	-27	-2.3
COc1cccc(NCc2cc(=O)oc3cc(C)c(C(C)C)cc23)c1 as listed: 30	-5	-1.6
Cc1ccc(-c2c(C)cc3oc(=O)cc(-c4ccccc4)c3c2C)cc1 as listed: 10	24	x
O=C(Nc1cccc(C(F)(F)F)c1)C(SCCO)c1ccccc1 (configuration not stated) as listed: 14	-11	-0.2
C[C@]1(C(=O)NCCN2CCOCC2)C=C[C@@H](Cc2ccccc2)N1C(=O)c1ccccc1 as listed: 5	-22	-0.2

Following part:
OX1R antag-1	OX1R antag-2	STK33 kinase inh	Structure
16	-24	-0.5	CCCC(NS(=O)(=O)c1ccc(C)cc1)C(=O)O (configuration not stated)
3	-9	-1.0	CNc1nc(OCC#N)nc(N2CCCCC2)n1
9	6	-1.2	CCOc1ccc(-c2nnn(CC(=O)NCc3ccc4c(c3)OCO4)n2)cc1
0	-9	-1.6	c1ccc(Cc2nc(-c3ccccn3)no2)cc1
25	-15	1.0	Cc1cc(S(=O)(=O)NCC(C)C)ccc1OCC(=O)NCc1ccco1
11	-17	0.8	CC(=O)C[C@H]1c2ccccc2S(=O)(=O)N1C1CCCC1
22	-36	0.8	COc1ccc(CCNC(=O)c2cc(COc3c(C)cccc3C)on2)c(OC)c1
27	-21	-0.9	CCOc1ncccc1C(=O)NNC(=O)c1ccccc1-n1cccc1
21	-10	-0.1	O=C(Nc1ccc(Cl)cn1)c1ccc2[nH]c(=O)c(=O)[nH]c2c1
13	-10	x	Cc1ccc(CNC(=O)CC(C)S(=O)(=O)c2cc3c(cc2C)NC(=O)CO3)cc1 (configuration not stated)
1	-2	-1.7	O=C(c1cc(-c2ccc(Cl)cc2)n(-c2ccc(Cl)c(Cl)c2)n1)N1CCOCC1
13	-24	-2.3	Cc1cc(C)c(NC(=O)COC(=O)C2CCC2)c(Cl)c1

Grouped by structure: the compounds so far containing a thiophene ring, fused or not (6)
OX1R antag-1	OX1R antag-2	STK33 kinase inh	Structure
18	-22	x	COCCn1nnnc1C(c1cccs1)N1CCCC(C)C1 (configuration not stated)
30	-9	-1.3	COc1cccc(CN(C)C(=O)c2sccc2-c2ccccc2)c1OC
19	-25	0.3	CC(C)n1nc(C(=O)N2CCN(S(=O)(=O)c3cccs3)CC2)c2ccccc2c1=O
-2	-9	0.0	Cc1ccc(/C(O)=C2/C(=O)C(=O)N(CCN3CCOCC3)C2c2cccs2)cc1 (configuration not stated)
16	-16	x	N#CC1=C2SCC(O)(c3ccccc3)N2C(=O)CC1c1cccs1 (configuration not stated)
3	-22	-0.8	COc1ccc(C(CNC(=O)CCC(=O)c2ccc(C)s2)N2CCOCC2)cc1 (configuration not stated)

Remaining list, next part:
OX1R antag-1	OX1R antag-2	STK33 kinase inh	Structure
4	-2	-0.9	O=C(O)CCS(=O)(=O)c1ccccc1Cl
17	-4	-0.9	CCN1CCCC1CN(Cc1cc2ccc(C)cc2[nH]c1=O)C(=S)Nc1ccc(OC)cc1 (configuration not stated)
5	-17	-1.7	Cc1cccc(CCNS(=O)(=O)c2ccc3c(c2)n(C)c(=O)c(=O)n3C)c1
-6	-34	-2.1	COc1ccc(N2CCN(C(=O)COc3ccc(Cl)cc3Cl)CC2)cc1
6	-25	x	O=P(c1ccccc1)(c1ccccc1)c1nc(-c2ccccc2)oc1NCc1ccccc1
16	-9	x	COc1ccc(CNC(=O)c2ccc(SC)cc2OC)cc1
21	-19	-0.2	Cn1c(SCC(=O)Nc2cccc(C(=O)O)c2)nnc1-c1cc2cc(Br)ccc2o1
5	-9	1.9	Cn1c(=O)c(C(=O)CCl)c(N)n(Cc2ccccc2)c1=O
10	-18	-1.4	COc1cccc(N2CCN(C(=O)CCNS(=O)(=O)c3ccc(F)c(F)c3)CC2)c1
12	-19	-0.6	CC(OC(=O)c1cc(=O)c2ccccc2o1)C(=O)c1ccccc1 (configuration not stated)
-2	-2	2.1	COc1ccc(C)cc1C(=O)CCC(=O)NCCc1ccc(S(N)(=O)=O)cc1
11	-2	-0.2	CN1CCN(Cc2ccc(OCc3ccccc3)cc2)CC1
14	-12	-2.1	CC1CC(C)(C)NC(=S)N1CC(=O)NCc1ccc(F)cc1 (configuration not stated)
6	-25	-0.3	CCN(CC)CCCn1c2c(c(SCC(=O)Nc3ccc(F)c(F)c3)nc1=O)CCC2
9	-11	-0.5	COC(=O)CNC(=O)CSc1nnc2cc(C)c3ccccc3n12
45	-19	0.2	CC(=O)Nc1ccc(N(C)C)cc1[N+](=O)[O-]
11	-4	8.5	CN(C)CCOC(=O)c1ccc2[nH]c3c(c2c1)CSCC3
9	4	-0.6	CC(=O)N(CN1C(=O)CCC1=O)c1cccc(Cl)c1
19	-2	0.4	Cc1ccc(CCCOC(=O)C[N+]2(C)CCCCC2)cc1
14	-23	0.2	COc1ccccc1N1CCN(Cc2cccc(OC)c2OC)CC1
9	5	0.3	O=c1sc(Nc2ccccc2)nc2ccccc12
7	1	-1.8	Cc1ccc(N2NC(=O)/C(=C/C=C/c3ccco3)C2=O)cc1C
3	-19	-0.7	COc1cc2[nH]c(=S)n(CCCN3CCOCC3)c(=O)c2cc1OC
16	-34	0.8	CCc1nc(SCC(=O)Nc2nc3c(s2)CCCC3)c2ccccc2n1
5	-8	-1.7	CCOc1ccc(C(=O)N2CCCC2)cc1

Not a hit list; about 2.2% have a hit in one of these screens.
